EPAC1 antag – blocks human EPAC1 exchange factor; EPAC1 GEF assay, Rap1b-BODIPY-GDP exchange fluorescence; Potency, µM (top dose mostly 115 µM), without a hit: top-dose activity change, negative = inhibition, actives largely listed as inhibitors; actives 0.14% (n = 360,000);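 further: potency means the concentration at half of the fitted maximal effect; plate controls were vehicle for no effect and positive control for full effect; nearly all actives have a fitted effect of over 50% in size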
EPAC1 ag – activates human EPAC1 exchange factor. O95398. EPAC1 agonist qHTS, biochemical assay; response scale: 100% = response to 6.5 mM cAMP. Potency, µM (series often up to 154 µM), for the others: at the highest dose activation, usual class: activators. actives 0.073% (n = 360,000); further: potency means the concentration at half of the fitted maximal effect; nearly all actives have a fitted effect of over 60% in size
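Read-out is the fluorescence drop as BODIPY-GDP leaves Rap1B (480 nm excitation, 540 nm emission), recorded every 5 minutes over 30 minutes. Reactions held 100 nM EPAC1, 250 nM Rap1B–BODIPY-GDP and 50 uM GDP, with 6.5 mM cAMP setting full activation.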
Mm-Cpn inhibitor – blocks the Methanococcus maripaludis chaperonin Mm-Cpn; purified Mm-Cpn ATPase, ADP Transcreener TR-FRET; Potency, µM (highest dose often 76.9 µM), inactives show at the top dose activity, negative = inhibition, most hits filed as inhibitors; actives 0.031% (n = 330,000); AID 504842; further: potency means the concentration at half of the fitted maximal effect; on the % scale 0 is the no-effect control and ±100 the full control effect; nearly all actives have a fitted effect of over 80% in size
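Purified archaeal chaperonin (25 nM final) was preincubated with compound for 10 min at 37°C, then ATP (10 uM final) was added for 30 min at 37°C in Tris pH 7.4/KCl/MgCl2/DTT buffer. ADP was quantified by HTRF Transcreener TR-FRET.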
PI5P4Ka inh – inhibitors of human PI5P4K alpha; actives 1.2% (n = 330,000); max response, %; P48426; AID 652105; PI5P4Kalpha enzyme, ADP-Glo luminescence, 60 min; active compounds read low; active means max response of -50% or lower; inconclusive means between -30% and -50%; inactive means -30% or higher; further: value at the top dose of about 77 µM; on the % scale 0 is the no-effect control and ±100 the full control effect
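Reactions run in 0.038 M HEPES pH 7.4, 0.28 mM EGTA, 0.1% CHAPS and 5% DMSO, with PI5P4Kalpha, substrate, compound and 5 microM ATP final, one hour at room temperature. Readout is ADP-Glo luminescence.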
WRN inhibitor – blocks human WRN helicase; Potency, µM (doses to about 114 µM), without a hit: at the highest dose activity change, negative = inhibition, most hits filed as inhibitors; WRN helicase unwinding, fluorescent forked duplex, kinetic; Q14191; actives 0.46% (n = 360,000); further: potency means the concentration at half of the fitted maximal effect; on the % scale 0 is the no-effect control and ±100 the full control effect; nearly all actives have a fitted effect of over 55% in size
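Screening of the MLSMR collection measured strand separation of a quenched forked DNA duplex (100 nM) by 20 nM WRN with 2 mM ATP, all final. Compounds were preincubated with enzyme 15 min at room temperature.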
EPAC2 antag – blocks human EPAC2 exchange factor; Q8WZA2; EPAC2 GEF exchange of Rap1B-BODIPY-GDP, fluorescence; Potency, µM (doses to about 114 µM), for the others: top-dose activity, negative = inhibition, actives largely listed as inhibitors; actives 0.18% (n = 360,000); further: potency means the concentration at half of the fitted maximal effect; on the % scale 0 is the no-effect control and ±100 the full control effect; nearly all actives have a fitted effect of over 45% in size; many of its hits are not listed in these tables
Target sequence (Q8WZA2 whole entry, looked up): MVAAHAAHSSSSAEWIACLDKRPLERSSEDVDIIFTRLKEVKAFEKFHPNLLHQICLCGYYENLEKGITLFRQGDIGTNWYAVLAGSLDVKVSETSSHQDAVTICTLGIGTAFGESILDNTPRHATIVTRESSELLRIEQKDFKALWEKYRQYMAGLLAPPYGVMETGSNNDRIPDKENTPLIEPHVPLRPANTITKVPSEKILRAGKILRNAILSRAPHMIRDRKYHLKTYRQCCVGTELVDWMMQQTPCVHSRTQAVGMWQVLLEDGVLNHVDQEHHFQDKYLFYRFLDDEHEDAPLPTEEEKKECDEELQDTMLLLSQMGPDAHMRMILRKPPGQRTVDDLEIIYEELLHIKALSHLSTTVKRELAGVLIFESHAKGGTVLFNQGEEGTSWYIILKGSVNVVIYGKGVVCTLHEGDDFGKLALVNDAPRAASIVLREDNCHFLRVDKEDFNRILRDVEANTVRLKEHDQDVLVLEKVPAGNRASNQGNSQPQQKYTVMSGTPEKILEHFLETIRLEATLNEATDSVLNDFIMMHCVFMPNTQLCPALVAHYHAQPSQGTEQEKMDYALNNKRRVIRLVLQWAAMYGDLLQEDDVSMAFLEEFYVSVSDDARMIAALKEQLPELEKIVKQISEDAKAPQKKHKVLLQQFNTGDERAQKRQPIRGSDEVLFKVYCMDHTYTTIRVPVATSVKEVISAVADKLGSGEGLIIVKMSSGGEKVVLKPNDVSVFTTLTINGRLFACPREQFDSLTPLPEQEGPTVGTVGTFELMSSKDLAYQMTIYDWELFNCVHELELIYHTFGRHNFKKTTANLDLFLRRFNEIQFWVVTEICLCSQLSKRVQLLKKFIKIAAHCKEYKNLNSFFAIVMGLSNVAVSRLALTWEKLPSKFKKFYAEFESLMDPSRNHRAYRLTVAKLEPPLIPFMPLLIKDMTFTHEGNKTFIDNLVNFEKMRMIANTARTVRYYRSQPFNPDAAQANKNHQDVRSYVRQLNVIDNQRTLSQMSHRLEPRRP
CCT chaperon mod – modulators of cytosolic chaperonin (CCT/TRiC) activity; purified chaperonin ATPase assay, HTRF ADP detection, 30 min; activity change, % (test concentration not listed), hits read low; actives 0.3% (n = 360,000); AID 651819; in the data active means activity change below about -30%; further: on the % scale 0 is the no-effect control and ±100 the full control effect
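ATPase activity: ADP formed was measured by HTRF Transcreener (665/615 nm ratio) after 30 min at 37 deg C with 10 uM ATP. Compounds screened at one 76 uM concentration against 40 or 20 nM TRiC in Tris pH 7.4/KCl/MgCl2/DTT buffer.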
PLK1 PBD inh – blocks phosphopeptide binding to human PLK1 polo-box domain. Potency, µM, without a hit: max response, negative = inhibition, most hits filed as inhibitors. P53350. Plk1 PBD binding of FITC phosphopeptide, fluorescence polarization. actives 2.8% (n = 360,000); further: potency means the concentration at half of the fitted maximal effect; series mostly up to about 57 µM; on the % scale 0 is the no-effect control and ±100 the full control effect; nearly all actives have a fitted effect of over 65% in size
An asterisk follows results filed as active; ? = inconclusive; / = no result given; [ ] = another dose, or the depositor's remark. Unless noted, the call rests on the fitted dose curve; in most records, active means well fitted curve in the direction sought with a large enough effect; inconclusive means small, poorly fitted or top-dose-only effect, or another doubt; inactive means no such curve, though single readings can be large; an effect the other way counts as inactive or inconclusive.

SMILES	EPAC1 antag	EPAC1 ag	Mm-Cpn inhibitor	PI5P4Ka inh	WRN inhibitor	EPAC2 antag	CCT chaperon mod	PLK1 PBD inh
CCc1nnc(NS(=O)(=O)c2ccc(N)cc2)s1	1%	-7%	-9%	-1	2%	2%	0.1	0%
COc1ccc(CNCCS(=O)(=O)NC2CCCCC2)cc1	-9%	-8%	/	2	-12%	6%	0.3	-6%
CCN=C1SC(CC(N)=O)C(=O)N1CC (centres undefined)	-7%	-13%	0%	3	17%	10%	-5.0	-2%
COC(=O)c1ccccc1NC(=O)CCS(=O)(=O)c1cc2c(cc1C)NC(=O)CO2	3%	-8%	-2%	-11	-6%	-3%	-0.6	-6%
CCS(=O)(=O)Nc1ccc(C2=NN(C(C)=O)C(c3cccs3)C2)cc1 (centres undefined)	-24%	6%	0%	-3	7%	-3%	1.1	-13%
CC(C)(C)C(=O)N1CCN(c2ccc3c(c2)C2CC3CCN2C(=O)OCc2ccccc2)CC1 (centres undefined)	7%	-3%	/	3	1%	2%	0.2	4%
COc1ccccc1C1C=C(c2ccc(Cl)cc2)Nc2nc(N3C(=O)CCC3=O)nn21 (centres undefined)	17%	-2%	-3%	/	1%	14%	0.6	-30%
O=C1OC2(CCCCC2)OC(=O)C1=CNc1nccs1	9%	-1%	1%	-19	7%	6%	0.5	-13%
CCOc1ccc2nc(NC(=O)CN3C(=O)C4CCCCC4C3=O)sc2c1 (centres undefined)	-8%	-2%	4%	4	-4%	-15%	-1.4	-3%
COC(=O)C1=CN(c2ccc(F)cc2)C=C(C(=O)OC)C1c1ccc(O)cc1	-15%	5%	0%	-5	-15%	?	0.0	2%
O=C(CSc1nc2ccc(S(=O)(=O)N3CCOCC3)cc2[nH]1)N1CCOCC1	20%	7%	2%	-27	-18%	-1%	-2.8	2.2µM*
COCC(C)n1c(C)cc(C(=O)COC(=O)c2nn(C)c(=O)c3ccccc23)c1C (centres undefined)	1%	0%	2%	1	-14%	19%	-2.8	3%
Cc1ccccc1CNC(=O)C1CCC(=O)N(C2CCCCCC2)C1 (centres undefined)	5%	-7%	2%	1	-19%	2%	-1.4	-10%
CC(C)Cc1nnc(NC(=O)CS(=O)(=O)Cc2ccccc2)s1	-8%	-1%	-2%	0	-5%	-6%	2.3	24µM*
O=C(CN1C(=O)NC2(CCCC2)C1=O)Nc1nc(-c2ccc(F)c(F)c2)cs1	-9%	-2%	0%	-6	-1%	7%	-0.1	-6%
CC(C)N(Cc1nccn1C)C(=O)C1CCC(=O)N(CCc2ccccc2)C1 (centres undefined)	12%	-11%	/	-1	5%	34%[activator]	-0.3	5%
Cc1cn(CC(=O)N2CCN(c3ccccn3)CC2)c(=O)[nH]c1=O	-7%	6%	/	-5	-3%	13%	-0.3	-3%
CC1C(=O)N(Cc2cn(CCC3OCCCO3)nn2)CCS(=O)(=O)N1Cc1ccc(-c2ccc(Cl)nc2)cc1 (centres undefined)	-12%	2%	/	-1	-7%	7%	0.8	-3%
C/C(=N\NC(=O)CSc1nc2ccccc2s1)c1ccco1	4%	6%	0%	5	-10%	-7%	-1.9	-10%
COc1cc(C)c(C(C)C)cc1S(=O)(=O)N1CCOCC1	4%	2%	1%	-5	0%	1%	-0.7	0%
Oc1ccc(-c2nccc(-c3ccc(Cl)cc3)n2)cc1	-25%	12%	1%	8	-12%	-9%	-1.5	-8%
Cc1cccc(-n2c(C)cc(/C=N/NC(N)=S)c2C)c1	-15%	4%	-1%	-12	-4%	3%	-3.7	-13%
CCN(CC)S(=O)(=O)c1ccc(F)cc1	4%	-5%	1%	/	3%	9%	1.2	0%
COc1cc(NC(=O)COc2ccc(F)cc2)nc(OC)n1	2%	1%	-1%	/	-4%	-7%	-6.5	0%
COc1cc(-c2c(-c3cccc(C)c3)oc3ccccc23)cc(OC)c1OC	-3%	-2%	-6%	24	-4%	-27%	0.0	2%

Reprinted from the part before: 5 entries, then new ones.
SMILES	EPAC1 antag	EPAC1 ag	Mm-Cpn inhibitor	PI5P4Ka inh	WRN inhibitor	EPAC2 antag	CCT chaperon mod	PLK1 PBD inh
Oc1ccc(-c2nccc(-c3ccc(Cl)cc3)n2)cc1	-25%	12%	1%	8	-12%	-9%	-1.5	-8%
Cc1cccc(-n2c(C)cc(/C=N/NC(N)=S)c2C)c1	-15%	4%	-1%	-12	-4%	3%	-3.7	-13%
CCN(CC)S(=O)(=O)c1ccc(F)cc1	4%	-5%	1%	/	3%	9%	1.2	0%
COc1cc(NC(=O)COc2ccc(F)cc2)nc(OC)n1	2%	1%	-1%	/	-4%	-7%	-6.5	0%
COc1cc(-c2c(-c3cccc(C)c3)oc3ccccc23)cc(OC)c1OC	-3%	-2%	-6%	24	-4%	-27%	0.0	2%
CC1=NN(C(N)=S)C(=O)C1N=Nc1c(C)cc(C)cc1C (centres undefined)	14%	-2%	0%	-5	-5%	9%	-0.2	-19%
Cc1csc(NC(=O)CSc2ncnc3c2cnn3-c2ccccc2Cl)n1	-11%	11%	2%	-10	-16%	-4%	-0.4	-5%
COc1ccc(NC(=O)C2=Cc3cccc(OC)c3OC2)cc1	-20%	9%	0%	8	-7%	-3%	0.3	-7%
CCOC(=O)C1=C(C)N=C2SC(CC)C(=O)N2C1c1cccc(F)c1 (centres undefined)	-12%	14%	1%	5	0%	-25%	-3.9	-4%
CCN(CC(=O)NCc1ccncc1)S(=O)(=O)c1cc(Cl)ccc1Cl	-11%	-6%	3%	-6	2%[57.1 µM]	16%	0.7	0%
CCOC(=O)c1cnc(SC2CCc3ccccc3C2=O)nc1N (centres undefined)	-23%	21%	-1%	1	-12%	-4%	-3.9	27µM*
Cc1ccc(S(=O)(=O)NNC(=O)CCC(=O)Nc2ccc(C)c(C)c2)cc1	-12%	-7%	0%	0	-6%	13%	-0.6	-7%
CC(=O)C1=C(C)NC(=O)NC1c1cc(Br)ccc1OCC#N (centres undefined)	-2%	2%	0%	6	-12%	-5%	0.2	-18%
Cc1occc1C(=O)Nc1cc(=O)n(C)c(=O)n1C	13%	-2%	-2%	1	0%	7%	-0.6	-11%
CSC1=NCCN1S(=O)(=O)c1ccc(NC(C)=O)cc1	1%	11%	-1%	0	2%	7%	-1.6	2%
Cc1cc(C)nc(NS(=O)(=O)c2ccc(NC(=S)NC(=O)c3cccnc3)cc2)n1	6%	0%	2%	1	-3%	1%	0.1	-24%
S=C1SCN(Cc2ccccc2)CN1Cc1ccccc1	-13%	8%	1%	8	-1%	-11%	-1.3	0%
CN(CCNC(=O)c1cc2c(=O)n(C)c3ccccc3c2n1C)Cc1ccccc1	-11%	-11%	1%	-7	-1%	1%	0.4	-5%
CCC(C)[C@H](NC(=O)N1CCn2c1nc1ccccc12)C(=O)NCC1CCCO1 (some centres undefined)	-3%	-11%	1%	6	-10%	-10%	3.1	-10%
Cc1ccn(CCC(=O)NC2CCCc3c2cnn3-c2cccc(C)c2C)n1 (centres undefined)	-9%	-2%	1%	3	-4%	-4%	-0.3	30µM*
Fc1ccc(NC(=S)N2CCc3[nH]c4ccccc4c3C2)cc1	-3%	8%	-1%	-2	-12%	-12%	-1.3	-4%
O=C(NCc1ccccc1)c1ccccc1CO	10%	-2%	-1%	0	23%	-2%	1.0	-3%
COc1ccc2c(c1)c(=O)oc1c(C)c(OCc3cc(C(=O)O)oc3C)ccc12	?	-1%	-9%	-68*	50µM*	?	-0.8	?
N/C(=N\OC(=O)CCC1CCCCC1)c1cccc([N+](=O)[O-])c1	-4%	6%	1%	-1	-2%	-5%	-3.1	-6%
COc1ccc(C2c3ccc4ccccc4c3Oc3ncn(CCCN(C)C)c(=N)c32)cc1 (centres undefined)	35%[activator]	15%	0%	4	31%	-3%	-0.2	-7%
CCCC(=O)c1ccc(N2CCOCC2)c(F)c1	-1%	11%	0%	3	-1%	-6%	-2.3	-7%
O=[N+]([O-])c1ccc(N2CCNCC2)cc1Sc1nc2ccccc2[nH]1	-2%	11%	2%	-4	-5%	2%	-1.8	-11%
CC(CCc1ccccc1)NC(=O)CN1C(=O)NC2(CCCCC2C)C1=O (centres undefined)	-5%	6%	-3%	-1	4%	1%	-2.8	-10%
COc1ccc(CCCC(=O)Nc2cc(C)ccc2OC)cc1	-4%	5%	0%	-8	8%	1%	-0.7	3%
CCOc1ccc(N2C(=O)CC(NC3CCN(C(=O)c4cccc(Cl)c4)CC3)C2=O)cc1 (centres undefined)	-23%	-21%	0%	-8	6%	1%	-0.3	1%
The listing continues:
SMILES	EPAC1 antag	EPAC1 ag	Mm-Cpn inhibitor	PI5P4Ka inh	WRN inhibitor	EPAC2 antag	CCT chaperon mod	PLK1 PBD inh
CCOC(=O)C1CCCN(C(=O)c2ccc(CS(=O)(=O)c3ccc(Br)cc3)o2)C1 (centres undefined)	-1%	12%	-1%	1	1%	2%	-1.2	-2%
COC(=O)CSc1nnc(-c2ccc(S(=O)(=O)N3CCCC3)cc2)n1C	16%	8%	?	/	-2%	-5%	-2.6	-8%
Cc1ccc(NS(=O)(=O)c2cccc(C(=O)N(C)Cc3cccs3)c2)cc1	-8%	4%	-1%	4	3%	-7%	-1.3	-7%
COc1ccc(Cl)cc1NC(=O)C(OC)c1ccccc1 (centres undefined)	4%	6%	0%	-1	-1%	-2%	-7.3	-7%
OC(COc1ccccc1CNCc1cccnc1)CN1CCc2ccccc2C1 (centres undefined)	-2%	9%	-13%	10	-8%	-2%	1.0	-6%
NC(=O)c1ccc(N2CCOCC2)nc1	-6%	-3%	1%	1	-2%	-4%	-1.2	?
CCn1cc[n+](C)c1P(c1ccccc1)c1ccccc1	8%	6%	-3%	1	-6%	2%	0.5	-3%
Cc1ccc(S(=O)(=O)NCCC(=O)Nc2nccs2)cc1	-25%	-2%	5%	8	6%	-13%	-4.2	-11%
COc1ccc(NS(=O)(=O)c2ccc(-c3ccccn3)s2)cc1	-11%	5%	/	-5	2%	1%	-1.2	-14%
CS(=O)(=O)N1CCC2(CC1)OCCN2S(=O)(=O)c1ccccc1	2%	5%	2%	-6	5%	11%	2.3	-8%
O=C(NCCO)C(=O)NCC1CCCN1S(=O)(=O)c1cccs1 (centres undefined)	-1%	3%	1%	4	-6%	6%	-0.3	-6%
C/C(CC(=O)Nc1cc(C)ccn1)=N\NC(=O)c1ccc(C)cc1	12%	-6%	-6%	2	-5%	9%	0.3	1%

Source: PubChem (National Center for Advancing Translational Sciences (NCATS))

A portion of the library; count on the stated rates, not on these rows.
